Screens deposited in PubChem BioAssay by several laboratories.
FBA Mtb inh: Mtb FBA enzyme inhibitors, primary screen, biochemical, fluorescence, strain H37Rv. Fructose-bisphosphate aldolase (Mycobacterium tuberculosis (strain ATCC 25618 / H37Rv)), …. purified M. tuberculosis FBA, fluorescence read-out. inhibition, % at 1 µM. actives 2.3% (n = 360,000). AID 588726, 2011; in the data active means inhibition above about 27%;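 further: 0% = vehicle and 100% = reference inhibitor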
Target sequence (P9WQA3 whole entry, looked up): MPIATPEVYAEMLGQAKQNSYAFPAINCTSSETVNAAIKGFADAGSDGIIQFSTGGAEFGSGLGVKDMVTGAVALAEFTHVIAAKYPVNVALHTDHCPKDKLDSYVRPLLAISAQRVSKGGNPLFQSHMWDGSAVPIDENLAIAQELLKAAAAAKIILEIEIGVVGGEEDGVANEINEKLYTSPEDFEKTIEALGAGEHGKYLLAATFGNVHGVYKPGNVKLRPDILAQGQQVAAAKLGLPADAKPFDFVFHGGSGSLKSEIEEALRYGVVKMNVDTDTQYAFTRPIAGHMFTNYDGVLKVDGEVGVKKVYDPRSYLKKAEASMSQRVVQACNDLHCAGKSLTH
BoNT-F LC inh: BoNT/F light chain protease inhibitors, primary screen, biochemical, flow cytometry, MLPCN library | Botulinum neurotoxin type F light chain protease (Clostridium botulinum) | Multiplex microsphere protease cleavage assay | inhibition, % at 10 µM | actives 0.22% (n = 360,000); in the data active means inhibition above about 35%, passing the limit was not always enough; inconclusive means no clear call, values can overlap the other calls; further: plate controls were buffer without enzyme for full effect and enzyme alone for no effect
CCHF vOTU inh: CCHFV vOTU protease inhibitors, primary screen, biochemical, Pep-AMC substrate, fluorescence; Crimean-Congo hemorrhagic fever virus L polyprotein viral ovarian tumor (vOTU) protease …; inhibition, % at 11.5 µM; actives 0.55% (n = 370,000); AID 651958, 2012; further: 0% = vehicle wells with enzyme and 100% = no enzyme wells
PrPC TRFRET: inhibitors of human cell surface prion protein PrPC, primary screen, cell-based, TR-FRET; Major prion protein (Homo sapiens), P04156; TR-FRET read-out; inhibition, % at 13.8 µM; actives 0.43% (n = 370,000); AID 720596, 2013; in the data active means inhibition above about 24%; further: 0% = median of the test wells and 100% = reference compound wells
BoNT-A LC inh2: BoNT/A light chain protease inhibitors, primary screen, biochemical, flow cytometry, MLPCN library; multiplex microsphere protease substrate cleavage; Botulinum neurotoxin type A light chain protease (Clostridium botulinum A str. ATCC 3502); actives 0.17% (n = 360,000); inhibition, % at 10 µM; in the data active means inhibition above about 30%; inconclusive means no clear call, values can overlap the other calls; further: plate controls were buffer without enzyme for full effect and enzyme alone for no effect
Mtb BioA inh: M. tuberculosis BioA enzyme inhibitors, primary screen, biochemical, plate reader, single point, HTS; 7,8-diaminopelargonic acid synthase BioA (Mycobacterium tuberculosis); purified M. tuberculosis BioA enzyme; inhibition, % at 9.99 µM; actives 0.096% (n = 360,000); in the data active means inhibition above about 40%; inconclusive means no clear call, values can overlap the other calls
FadD28 FP inh: inhibitors of FadD28 bisubstrate probe binding, primary screen, biochemical, fluorescence polarization, single point; Mycobacterium tuberculosis FadD28 fatty-acid-AMP ligase; inhibition, % at 12.5 µM; actives 0.22% (n = 360,000); AID 588549, 2011; in the data active means inhibition above about 8.5%, passing the limit was not always enough; inconclusive means no clear call, values can overlap the other calls
Mtb UGM inh: M. tuberculosis UGM enzyme inhibitors, primary screen, biochemical, fluorescence polarization, single point; UDP-galactopyranose mutase (Mycobacterium tuberculosis (strain ATCC 25618 / H37Rv)), …; purified UGM, fluorescence polarization probe displacement; inhibition, % at 10 µM; actives 0.06% (n = 320,000); in the data active means inhibition above about 10%, passing the limit was not always enough; inconclusive means no clear call, values can overlap the other calls
Target sequence (P9WIQ1 whole entry, looked up): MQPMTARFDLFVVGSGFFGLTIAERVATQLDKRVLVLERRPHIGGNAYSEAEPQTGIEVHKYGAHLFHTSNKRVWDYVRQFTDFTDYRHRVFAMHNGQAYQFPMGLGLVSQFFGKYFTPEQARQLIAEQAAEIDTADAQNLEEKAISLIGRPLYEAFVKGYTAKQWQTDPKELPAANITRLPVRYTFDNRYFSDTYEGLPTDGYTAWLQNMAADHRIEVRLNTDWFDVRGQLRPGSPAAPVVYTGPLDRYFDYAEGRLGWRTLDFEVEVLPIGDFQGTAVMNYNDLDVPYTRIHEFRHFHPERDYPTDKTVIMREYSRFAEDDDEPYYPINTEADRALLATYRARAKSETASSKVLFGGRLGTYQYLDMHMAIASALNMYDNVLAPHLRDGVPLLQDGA
GDH-TPI counter: GDH-TPI coupling enzyme inhibitors, primary screen, artefact control for M. tuberculosis FBA inhibitor project, biochemical, absorbance, full deck | GDH-TPI coupled enzyme counterscreen, NADH absorbance | inhibition, % at 4.8 µM | actives 1.2% (n = 360,000) | AID 588335, 2011;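 further: 0% = DMSO wells and 100% = wells lacking the enzyme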
* hit, by the source's call; ? = inconclusive; · = not tested or not shown; & = joins results of further samples. Unless noted, no stated cut-off is given here; in the data, active means inhibition above about 30%; inactive means the rest.

SMILES | FBA Mtb inh | BoNT-F LC inh | CCHF vOTU inh | PrPC TRFRET | BoNT-A LC inh2 | Mtb BioA inh | FadD28 FP inh | Mtb UGM inh | GDH-TPI counter
CC(C)(C)OC(=O)N1CCCC(C(=O)Nc2cccc(C(=O)NCCCc3ccccc3)c2)C1 (configuration not stated) | 0 | -2 | 31* | 10 | -0.2 | -0.1 | -3.0 | · | 2
Nc1nc(CN2CCN(c3ccccc3F)CC2)nc(N2CCCc3ccccc32)n1 | -1 | -4 | -3 | -1 | -0.6 | 0.2 | -2.8 | 1.3 | -4
Cn1cc([N+](=O)[O-])c(C(=O)NC2CCCC2)n1 | -1 | 1 | -7 | 2 | -0.7 | -2.2 | -4.2 | · | -1
COc1cccc(COc2ccccc2C2Nc3ccc(Br)cc3C(=O)N2NC(=O)c2ccncc2)c1 (configuration not stated) | -2 | -1 | 7 | -6 | -0.1 | 7.0 | -6.6 | -1.1 | 9
Cc1ccc(Cl)cc1NC(=O)C(=O)N1CCCCC1 | 0 | -4 | 0 | 5 | -1.0 | · | -0.7 | -0.4 | 5
N/C(=N\OC(=O)C1CC1)c1ccc([N+](=O)[O-])s1 | 0 | -6 | 0 | -36 | -1.1 | · | -3.1 | -0.2 | 8
Cc1cccc(-c2noc(CN(C)C(=O)c3ccoc3C)n2)c1 | 6 | 3 | 7 | 1 | 0.2 | 0.5 | -1.0 | -0.6 | -2
CCOC(=O)c1ccc(NC(=O)Cn2c(-c3nonc3N)nc3ccccc32)cc1 | -1 | -4 | 11 | 2 | 0.5 | · | -0.4 | 3.9 | 8
O=C(/C=C/c1ccc(O)c(O)c1)OC1C(O)CC(OC(=O)/C=C/c2ccc(O)c(O)c2)(C(=O)O)CC1O (configuration not stated) | -2 | -2 | 2 | -1 | -2.0 | -1.7 | · | 1.2 | 25
CC1CCN(c2c(NCc3ccc(C(=O)NCC4COc5ccccc5O4)cc3)c(=O)c2=O)CC1 (configuration not stated) | -1 | -14 | -2 | 1 | -1.4 | -1.4 | 1.2 | 0.1 | 12
CC(C)(C)c1ccc(OCCC(=O)NCCc2ccc(S(N)(=O)=O)cc2)cc1 | -3 | -4 | -1 | 12 | -1.6 | -0.1 | -0.1 | -3.7 | 1
CCC(C)c1ccccc1NC(=O)C(C)N(C)Cc1cccc(OC)c1 (configuration not stated) | 1 | 1 | 2 | 4 | 0.3 | -0.8 | -2.8 | 0.3 | -2
COC(=O)/C=C1/SC(=NC(=O)c2ccc(F)cc2)NC1=O | 1 | · | 0 | 5 | · | -0.1 | 0.9 | -1.5 | -2
NC(=O)c1ccccc1NC(=O)COc1ccc(Cl)cc1 | 1 | 2 | 3 | -2 | 0.2 | -1.4 | -1.8 | -1.4 | -3
COc1cccc(NC(=O)CN(C)C(=O)c2ccc(N3CCOCC3)c([N+](=O)[O-])c2)c1 | 2 | ? | -9 | 0 | 3.3 | 0.5 | 1.3 | -1.2 | -5
Cc1ccc(C(=O)N(CC(=O)NC2CCCC2)c2ccc(F)cc2)s1 | 5 | -1 | 6 | 8 | -1.4 | -1.2 | -2.8 | 3.4 | 6
CCCCCCCCN1[C@@H](CC(=O)O)c2ccc(C(F)(F)F)cc2S1(=O)=O | -3 | 7 | 15 | 1 | 0.0 | 3.0 | -2.4 | 0.5 | 9
CCCCNC(=O)C1(C)CCN1Cc1ccc(C#N)cc1 (configuration not stated) | -3 | -1 | 7 | -2 | 0.0 | 0.6 | -2.5 | · | -2
O=C(CCC(=O)Nc1ccccc1)NNS(=O)(=O)c1ccc(Cl)cc1 | 1 | -7 | 2 | -7 | 0.3 | -1.0 | -0.9 | -0.6 | 1
NC(=O)C1(Nc2ccc(C(=O)O)cc2)CCCC1 | -1 | 4 | -7 | -6 | 0.2 | -0.9 | -0.5 | · | 3
O=c1[nH]c(-c2ccncc2)nc2ccccc12 | 0 | 1 | 13 | -1 | -0.5 | -0.2 | -1.3 | 3.4 | 12
CN(C1CC(C)(C)NC(C)(C)C1)S(=O)(=O)CC12CCC(CC1=O)C2(C)C (configuration not stated) | 1 | -2 | -2 | -5 | -0.3 | · | -2.8 | 2.5 | 8
Cc1cc(C)c2cc(CN(Cc3ccc4c(c3)OCO4)Cc3nnnn3Cc3ccco3)c(=O)[nH]c2c1 | 7 | -6 | -4 | 4 | -2.7 | · | -1.9 | -0.1 | 14
COc1ccc(OC)c(C2=NOC(C(=O)Nc3c(C)n(C)n(-c4ccccc4)c3=O)C2)c1 (configuration not stated) | 1 | -6 | -3 | 1 | 0.2 | -0.6 | -3.9 | -0.7 | 2
CCOC(=O)C1CCN(C(=O)COC(=O)CN(C)S(=O)(=O)c2ccc(NC(C)=O)cc2)CC1 | -2 | -2 | 9 | 0 | 0.3 | 0.7 | -4.4 | 0.4 | 1
CCC(C)Sc1cccc(-c2nc3ccc(Cl)cn3c2NCc2ccccc2)c1 (configuration not stated) | 23 | -16 | · | · | -0.8 | -1.4 | -2.9 | 1.0 | 18
COC(=O)c1c(C)c(C)nc(N)c1C#N | 83* | 8 | -137 | 1 | 0.6 | -1.1 | -2.1 | -0.1 | 1
O=C(NCc1cn2ccccc2n1)c1ccc(Br)o1 | 5 | -17 | 1 | -4 | -0.8 | 0.5 | -0.9 | -2.0 | 4
O=[N+]([O-])c1cccc2c(S(=O)(=O)N3CCCCC3)cccc12 | -2 | 14 | 10 | -5 | -1.8 | -0.4 | 0.6 | -2.0 | 1
COc1ccccc1-n1cnnc1SCC(=O)c1c[nH]c2ccccc12 | 3 | -1 | -1 | -1 | 0.7 | 13 | -5.4 | -1.2 | 5
COCCn1c(-c2ccsc2)nc2c1c(=O)[nH]c(=O)n2CC(C)C | 5 | -6 | -8 | -4 | -0.4 | -0.8 | -0.7 | 2.1 | 5
CCOC(=O)C(C)Sc1nnc(-c2c[nH]c3ccccc23)n1C (configuration not stated) | -2 | -6 | 14 | -2 | 0.3 | -1.2 | 0.6 | 3.5 | 10
CC(C)c1ccc(-n2c(O)c(/C=N/NC(=O)c3ccccc3O)c(=O)[nH]c2=S)cc1 | 1 | -5 | 9 | 7 | 0.7 | 0.3 | 3.5 | -0.7 | 9
COCCN(CCOC)C(=O)c1ccc(SCc2ccc(C)cc2)c([N+](=O)[O-])c1 | -1 | -4 | 2 | -3 | -0.1 | · | -1.2 | -5.6 | -1
O=C(CCN1CCCCC1)NCNC(=O)CCN1CCCCC1 | 1 | -9 | -7 | -1 | 0.0 | 0.0 | -2.9 | -0.9 | 4
COc1ccc(C(=O)Nc2ccc3c(c2)OCCO3)cc1Br | 0 | 8 | -9 | 13 | -0.9 | -2.5 | -1.0 | -1.1 | 4

Part of the list above, with each value named:
O=[N+]([O-])c1cccc2c(S(=O)(=O)N3CCCCC3)cccc12
  FBA Mtb inh: -2; BoNT-F LC inh: 14; CCHF vOTU inh: 10; PrPC TRFRET: -5; BoNT-A LC inh2: -1.8; Mtb BioA inh: -0.4; FadD28 FP inh: 0.6; Mtb UGM inh: -2.0; GDH-TPI counter: 1

COc1ccccc1-n1cnnc1SCC(=O)c1c[nH]c2ccccc12
  FBA Mtb inh: 3; BoNT-F LC inh: -1; CCHF vOTU inh: -1; PrPC TRFRET: -1; BoNT-A LC inh2: 0.7; Mtb BioA inh: 13; FadD28 FP inh: -5.4; Mtb UGM inh: -1.2; GDH-TPI counter: 5

COCCn1c(-c2ccsc2)nc2c1c(=O)[nH]c(=O)n2CC(C)C
  FBA Mtb inh: 5; BoNT-F LC inh: -6; CCHF vOTU inh: -8; PrPC TRFRET: -4; BoNT-A LC inh2: -0.4; Mtb BioA inh: -0.8; FadD28 FP inh: -0.7; Mtb UGM inh: 2.1; GDH-TPI counter: 5

CCOC(=O)C(C)Sc1nnc(-c2c[nH]c3ccccc23)n1C (configuration not stated)
  FBA Mtb inh: -2; BoNT-F LC inh: -6; CCHF vOTU inh: 14; PrPC TRFRET: -2; BoNT-A LC inh2: 0.3; Mtb BioA inh: -1.2; FadD28 FP inh: 0.6; Mtb UGM inh: 3.5; GDH-TPI counter: 10

Following part:
SMILES | FBA Mtb inh | BoNT-F LC inh | CCHF vOTU inh | PrPC TRFRET | BoNT-A LC inh2 | Mtb BioA inh | FadD28 FP inh | Mtb UGM inh | GDH-TPI counter
CC1CN(C(=O)CNC(=O)Cc2cccc3ccccc23)CC(C)O1 (configuration not stated) | 1 | 4 | 1 | -4 | -1.1 | -0.7 | -3.1 | 1.2 | -10
O=S(=O)(c1ccc(Oc2ccc(Cl)cc2)c(S(=O)(=O)N2CCCCC2)c1)N1CCCCC1 | 1 | 1 | -11 | -4 | -0.3 | -1.2 | -0.1 | -1.3 | 1
COc1ccc(CN2CCN(S(=O)(=O)c3ccccc3)CC2)cc1Br | 6 | 7 | -5 | 4 | 0.0 | 0.7 | -2.1 | -4.6 | -8
O=C1NC(=O)c2cc(Oc3ccc([N+](=O)[O-])cc3)ccc21 | -4 | -6 | 2 | -4 | 0.9 | 1.5 | -1.9 | -1.5 | 19
Cc1ccc(-n2c(N)c(C(=O)Nc3c(C)n(C)n(-c4ccccc4)c3=O)c3nc4ccccc4nc32)cc1 | 4 | 31 | 13 | 3 | 6.5 | -0.6 | -0.6 | 0.0 | 9
Cc1ccc2nc(CCl)[n+]([O-])c(-c3ccccc3)c2c1 | 0 | 4 | -4 | 3 | -0.7 | 1.9 | 0.7 | -4.4 | 8
O=C(CCN1C(=O)S/C(=C\c2ccc(F)cc2)C1=O)Nc1ccc(C(=O)O)c(O)c1 | 6 | 4 | 18 | -17 | 0.9 | 1.6 | -2.3 | 0.5 | 43*
COC(=O)CNC(=O)c1cn(CCC#N)nc1-c1ccc(F)cc1 | -2 | -2 | 1 | -3 | -0.1 | · | -4.2 | -2.5 | -4
C[C@@H]1CCCCO[C@H](CN(C)C(=O)Nc2ccc(C(F)(F)F)cc2)[C@@H](C)CN([C@H](C)CO)C(=O)c2cc(NC(=O)Nc3ccc4c(c3)OCO4)ccc2O1 | 0 | -10 | 9 | 5 | -1.2 | -0.4&-3.3 | -3.3 | · | ·
CC(C)Oc1ccc(CN2CCC2(C)C(=O)NCc2cccc3ccccc23)cc1 (configuration not stated) | 6 | -3 | 25 | 10 | -0.4 | 0.3 | -1.9 | · | 10
Cc1sc2ncn(CC(=O)NCCCC(=O)N3CCC(C)CC3)c(=O)c2c1C | 0 | 1 | -16 | 2 | 1.9 | -5.2 | -4.4 | -1.6 | -11
C=CCNC(=O)C(C)N1c2cccc3cccc(c23)S1(=O)=O (configuration not stated) | 5 | ? | -25 | -1 | 2.1 | 9.8 | -1.0 | -1.0 | 16
COc1ccc(OC)c(CN2C(=O)c3ccccc3C2C(=O)NCC2CCCO2)c1 (configuration not stated) | 4 | -4 | -2 | -2 | -0.9 | 0.1 | -4.5 | 3.1 | -2
COC(=O)c1ccccc1NC(=O)CSc1nc2c(c(=O)[nH]1)CCC2 | 5 | -8 | 7 | -1 | -3.4 | 0.4 | -0.7 | -2.3 | -13
CCN(c1ccc(NC(=O)COC(=O)c2ccc([N+](=O)[O-])o2)cc1)C(C)C | 0 | -11 | 10 | -26 | -0.5 | 3.9 | 0.6 | 1.9 | 9
